Assay outcomes deposited in PubChem BioAssay by National Center for Advancing Translational Sciences (NCATS).
MLL CXXC-DNA inh: qHTS Fluorescence Polarization Assay for Inhibitors of MLL CXXC domain - DNA interaction | MLL-CXXC / FITC-HOXA9 DNA fluorescence polarization | Potency, µM (titrated, usually from 115 µM), for inactives: top-dose activity change, negative = inhibition, most hits filed as inhibitors | hit rate 0.037% among 290,000 | AID 2662, 2010; active = well fitted inhibition curve with a large enough effect in the polarisation, with a control signal flat, not every such curve was filed as active; inconclusive = small, poorly fitted or top-dose-only effect, or effect the other way, or a change in a side signal; inactive = no such curve, though single readings can be large or run the other way; the % refers to the polarisation; note: potency is the fitted concentration of half-maximal effect
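Steps: dispense CXXC domain solution (7 uM) → pin compounds or unlabeled HOX-A9 DNA control → 5 min ambient → add FLSN-HOX-A9 solution (50 nM) → spin → 30 min ambient → fluorescence polarization. Tris pH 7.5/NaCl/DTT/BSA buffer.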
Menin MLL FP TR: qHTS Assay for Inhibitors Targeting the Menin-MLL Interaction in MLL Related Leukemias: Competition With Texas Red Labeled MLL-derived Mutant Peptide. O00255. Menin + Texas Red MLL mutant peptide, fluorescence polarization. Potency, µM (highest dose often 61.6 µM), without a hit: at the top dose FP activity change, negative = inhibition, most hits filed as inhibitors. hit rate 0.23% among 270,000. AID 1768, 2009; active = well fitted inhibition curve with a large enough effect in the polarisation, with a control signal flat, not every such curve was filed as active; inconclusive = small, poorly fitted or top-dose-only effect, or effect the other way, or a change in a side signal; inactive = no such curve, though single readings can be large or run the other way; the % refers to the polarisation; note: potency is the fitted concentration of half-maximal effect; % of control where 0% means no effect; many of its hits are not listed in these tables
ASM inhibitor: Inhibitors of Secretory Acid Sphingomyelinase (S-ASM): qHTS. placental ASM, HMU-PC fluorogenic substrate, 60 min. hit rate 0.006% among 340,000. AID 504937, 2011. Potency, µM (series often up to 57.5 µM), inactives show at the highest dose activity change, negative = inhibition, actives largely listed as inhibitors; note: potency is the fitted concentration of half-maximal effect
Target sequence (P17405 47-631 limits assumed): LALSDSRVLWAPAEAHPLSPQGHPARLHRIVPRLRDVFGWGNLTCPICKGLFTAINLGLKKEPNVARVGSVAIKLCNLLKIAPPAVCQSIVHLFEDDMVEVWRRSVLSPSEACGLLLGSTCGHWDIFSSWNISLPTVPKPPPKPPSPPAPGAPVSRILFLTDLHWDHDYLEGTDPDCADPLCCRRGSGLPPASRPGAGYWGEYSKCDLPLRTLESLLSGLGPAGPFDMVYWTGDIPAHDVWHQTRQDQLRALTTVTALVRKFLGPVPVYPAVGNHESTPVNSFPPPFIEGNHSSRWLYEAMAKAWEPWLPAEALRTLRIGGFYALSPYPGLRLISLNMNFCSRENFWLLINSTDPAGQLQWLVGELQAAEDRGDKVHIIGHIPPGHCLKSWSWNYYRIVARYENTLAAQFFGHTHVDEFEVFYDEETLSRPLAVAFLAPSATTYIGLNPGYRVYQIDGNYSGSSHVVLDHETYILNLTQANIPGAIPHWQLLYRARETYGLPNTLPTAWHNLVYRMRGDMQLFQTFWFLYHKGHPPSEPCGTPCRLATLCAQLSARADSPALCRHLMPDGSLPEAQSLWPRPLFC
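Human placenta-derived ASM enzyme was preincubated with compound for 10 minutes at room temperature, then given fluorogenic substrate HMU-PC0 (9 uM final) for 60 minutes at 37 °C; a pH 10 stop preceded fluorescence reading at Ex 386/Em 447 nm.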
TCR act: Activators of T cell receptors: qHTS campaign; primary human leukocytes, anti-CD3, IL-2 HTRF, 48 h; Potency, µM (doses to about 9.22 µM), for the others: top-dose activation of IL-2 secretion, usual class: activators; 330,000 tested, under 10 active; note: % of control where 0% means no effect
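1) Mix primary human leukocytes, a-CD3 beads and compound. 2) Incubate 48 hr. 3) Add HTRF IL-2 reagents (a-IL-2-K, a-IL-2-d2).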
A-T KAP1 phos: qHTS Assay for Identifying a Potential Treatment of Ataxia-Telangiectasia; […] A-T fibroblasts, KAP-1 phosphorylation AlphaLISA; neocarzinostatin DNA damage 30 min before lysis; Potency, µM (top dose mostly 57.5 µM), for the others: at the highest dose activation, most hits filed as activators; hit rate 0.19% among 320,000; note: potency is the fitted concentration of half-maximal effect; % of control where 0% means no effect; nearly all actives have a fitted effect of over 45% in size
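hTERT-immortalized A-T patient fibroblasts ([…]), 500 cells/well in OPTI-MEM, 1% FBS, got compounds for 60 min, then NCS for 30 min at 37C. Lysates were then assayed for phospho-KAP-1 by AlphaLISA (anti-pKAP1 donor, anti-KAP1 acceptor beads), 6 hr at 25C.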
Integrin act MD: qHTS for Activators of Integrin-Mediated Alleviation for Muscular Dystrophy; alpha7betagal myoblasts, beta-gal FDG fluorescence, 48 h; Potency, µM (titrated, usually from 38.3 µM), for inactives: top-dose activation, actives largely listed as activators; hit rate 0.064% among 350,000; AID 624291, 2012;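 note: potency is the fitted concentration of half-maximal effect; 100% = response of the positive control SU9516; nearly all actives have a fitted effect of over 60% in size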
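Alpha7betagal+/- myoblasts (passage 13) were plated 16-24 hr, then exposed to compounds (1:260 dilution of DMSO stock) for 48 hours at 37C. After MPER lysis, β-galactosidase reporter activity was read as FDG fluorescence (ex 480/em 540) after 30 minutes.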
Mito fusion act: qHTS Assay for Small Molecule Inhibitors of Mitochondrial Division or Activators of Mitochondrial Fusion | Potency, µM (highest dose often 46.1 µM), without a hit: at the top dose growth rescue (activation), actives largely listed as activators | AID 485298, 2010 | hit rate 0.23% among 320,000 | S. cerevisiae fusion-defective mutant growth rescue, CellTiterGlo 48 h;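 note: potency is the fitted concentration of half-maximal effect; % of control where 0% means no effect; nearly all actives have a fitted effect of over 45% in size; temperature-sensitive fusion mutants such as fzo1-1 at 37 °C on non-fermentable ethanol glycerol medium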
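Yeast fusion mutant, YPEG (non-fermentable carbon), compound, 48 h at 37C non-permissive; CellTiterGlo added, 10 min RT, luminescence read. Rescued growth = division inhibition.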
MBNL1-CUG inh: qHTS Assay for Inhibitors of MBNL1-poly(CUG) RNA binding | TR-FRET MBNL1-His/biotin-(CUG)12 binding, 665/545 ratio | Potency, µM (doses to about 57.5 µM), without a hit: top-dose activity change, negative = inhibition, most hits filed as inhibitors | hit rate 0.036% among 280,000 | AID 2675, 2010; active = well fitted inhibition curve with a large enough effect in the signal ratio, with a control signal flat, not every such curve was filed as active; inconclusive = small, poorly fitted or top-dose-only effect, or effect the other way, or a change in a side signal; inactive = no such curve, though single readings can be large or run the other way; the % refers to the signal ratio; note: potency is the fitted concentration of half-maximal effect; % is set by controls: 0 for no effect and ±100 for the full control effect
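Compounds (final 92 nM to 58 uM) are added to His-tagged MBNL1 and biotin-(CUG)12, then terbium anti-His antibody and streptavidin-XL665 (5 nM final). After 60 min at room temperature, the 665/545 nm ratio is read.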
TSHR antag: Antagonists of the Thyroid Stimulating Hormone Receptor: HTS campaign; hit rate 0.2% among 330,000; TSHR-expressing cells, TSH-stimulated cAMP HTRF, 2 h; stronger effect = lower value; Thyrotropin receptor (Homo sapiens), P16473; activity change, negative = inhibition, % at 11.5 µM;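 active = activity change below a set negative limit, meaning inhibition stronger than a set level, cut at about -70% in these data; inconclusive = activity change between two set negative limits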; note: % is set by controls: 0 for no effect and ±100 for the full control effect
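Read-out is FRET at 665 nm (cryptate excitation 337 nm) from a cryptate-tagged anti-cAMP antibody, competed by cell cAMP against cAMP-d2. Compounds are tested on freshly harvested TSHR cells challenged with 4nM TSH (EC80) for 2 hours at 37 deg C.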
PTAP TSG101 blk: qHTS Assay for Iinhibitors of HIV-1 Budding by Blocking the Interaction of PTAP/TSG101; Fluorescence polarization, FITC-PTAP peptide / Tsg101 binding; Tumor susceptibility gene 101 protein (Homo sapiens), Q99816; Potency, µM (top dose mostly 115 µM), for inactives: at the top dose activity change, negative = inhibition, usual class: inhibitors; 340,000 tested, under 10 active; active = well fitted inhibition curve with a large enough effect in the main read-out, with a control signal flat, not every such curve was filed as active; inconclusive = small, poorly fitted or top-dose-only effect, or effect the other way, or a change in a side signal; inactive = no such curve, though single readings can be large or run the other way; note: potency is the fitted concentration of half-maximal effect; % of control where 0% means no effect
Target sequence (Q99816 whole entry, looked up): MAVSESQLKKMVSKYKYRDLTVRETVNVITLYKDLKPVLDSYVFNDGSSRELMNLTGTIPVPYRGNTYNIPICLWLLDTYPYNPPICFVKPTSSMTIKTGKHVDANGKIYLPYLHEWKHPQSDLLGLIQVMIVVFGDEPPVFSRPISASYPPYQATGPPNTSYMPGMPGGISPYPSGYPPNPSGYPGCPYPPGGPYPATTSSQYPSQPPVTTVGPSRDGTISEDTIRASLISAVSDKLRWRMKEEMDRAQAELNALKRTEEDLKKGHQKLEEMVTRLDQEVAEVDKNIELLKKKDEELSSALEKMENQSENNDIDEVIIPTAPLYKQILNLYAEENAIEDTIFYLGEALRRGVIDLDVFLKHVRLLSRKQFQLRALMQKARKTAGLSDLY
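Fluorescence polarization binding of Tsg101 binding domain (10 uM final) to FITC-labeled PTAP peptide (50 nM final) in HEPES pH 7.5 buffer with NaCl, Tween 20, EDTA, TCEP. Compounds added before peptide; binding 20 min at RT.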
Starred values were filed as active, the others as inactive; ? = inconclusive; · = not tested or not shown; [ ] = dose if it differs, or a comment. Unless noted, calls come from the whole dose curve; as a rule, active = well fitted curve in the direction sought with a large enough effect; inconclusive = small, poorly fitted or top-dose-only effect, or another doubt; inactive = no such curve, though single readings can be large; an effect the other way counts as inactive or inconclusive. This is a subset, so the mix of outcomes need not match the whole.

Each structure is followed by: TSHR antag | Menin MLL FP TR | MLL CXXC-DNA inh | MBNL1-CUG inh | Integrin act MD | Mito fusion act | ASM inhibitor | A-T KAP1 phos | TCR act | PTAP TSG101 blk
C#CCn1cc(/C=C2\NC(=O)NC2=O)c2ccccc21
    -3 | 68%[activator] | 24% | 9% | -47%[inhibitor] | -9% | 10% | -2% | -6% | -5%
CC(=O)c1cccc(NC(=O)C(C)N2CCc3ccccc3C2)c1 (configuration not stated)
    4 | · | -2% | -6% | -15% | 7% | -2% | 18% | -40% | -1%
Cc1nn(C)c(C(=O)Nc2ccc3c(c2)OCO3)c1[N+](=O)[O-]
    -10 | · | 10% | 12% | -22% | 2% | -5% | 2% | 1% | -2%
COc1ccc(C(=O)NNC2=CC(=O)CC(C)(C)C2)cc1OC
    10 | -14% | 4% | -24% | 6% | 1% | 4% | · | 4%[46.1 µM] | -2%
CCOC(=O)[C@H]1[C@H]2COc3ccc(Br)cc3[C@@H]2N2C(=O)CN(C)C(=O)[C@@]12C
    · | · | · | · | 22% | · | 3% | · | -1% | -4%
COc1ccccc1/C=C\C=N\NC(=O)CCn1nnc2ccccc21
    -3 | 21% | -6% | ? | 15% | 1% | -6% | 0% | -1%[46.1 µM] | -10%
N#C/C(=C\c1ccccc1C(=O)O)c1nc2ccccc2[nH]1
    -8 | -9% | -28% | 17% | -17% | -7% | 8% | -33% | -4% | -1%
CC(NC(=O)c1ccccc1F)c1nnc(SCc2nc3ccccc3c(=O)[nH]2)n1C (configuration not stated)
    44 | 20% | ? | 2% | 14% | -3% | -1% | 1% | · | -2%
O=C(NC(=S)Nc1ccccn1)c1ccco1
    2 | -16% | -1% | -14% | 7% | -6% | 0% | 4% | 1%[46.1 µM] | 2%
CCC(C)Sc1ccc([C@H]2N[C@@](CC(C)C)(C(=O)OC)[C@H]3C(=O)N(C)C(=O)[C@@H]23)cc1 (some centres not stated)
    -21 | · | · | · | -7% | 10% | -6% | -1% | 2% | -1%
CCOc1cc(C2Nc3ccccc3NC3=C2C(=O)CC(C)(C)C3)ccc1O (configuration not stated)
    11 | -13% | -13% | 3% | 2% | -9% | 0% | 4% | 3% | -1%
CCOc1ccc(N2CC(C(=O)NCc3ccc(C)n3C)CC2=O)cc1 (configuration not stated)
    5 | -8% | 4% | -7% | -14% | 8% | 2% | 0% | 10% | -6%
CCC(=O)N(C)CCc1cc2c(c(OC)c1/C=N/Nc1ccc(C(=O)O)cc1)OCO2
    6 | · | -1% | 5% | 9% | 1% | 21% | 40µM* | -4% | -3%
N#CCSc1nc2c(c(=O)n1Cc1ccccc1)C1(CCCC1)Cc1ccccc1-2
    -10 | · | 25% | -1% | 30% | 10% | 0% | 2% | -2% | -5%
Cc1cc2c(=O)n(CC(=O)NCC(=O)N3CCN(Cc4ccccc4)CC3)cnc2s1
    -2 | -5% | -2% | 3% | -9% | -3% | -1% | 2% | 4% | -6%
Cc1ccc(-c2nn(CCC(=O)NN3CCOCC3)c(=O)c3ccccc23)cc1
    6 | · | 3% | 2% | -37% | 0% | 2% | 9% | 0% | 2%
CC1(C)Cc2c(c(N3CCOCC3)nc3sc4c(NCC5CCCO5)nnnc4c23)CS1 (configuration not stated)
    22 | · | 1% | · | ? | -6% | -3% | 11% | -1% | -1%
CC(=O)Nc1sc2c(c1C(N)=O)CCN(Cc1ccccc1)C2
    2 | · | 9% | 12% | 21% | 1% | 332%[activator] | 13% | 0% | 2%
COc1cc(CNC23CC4CC(CC(C4)C2)C3)ccc1OCc1ccccc1
    3 | ? | 13% | -1% | -23% | 0% | 3% | 0% | 10% | -7%
COc1ccc(NS(=O)(=O)c2ccc3c(c2)NC(=O)CO3)cc1
    2 | 6% | 9% | -12% | 6% | 0% | 0% | 8% | 2% | -1%
COC(=O)Cc1csc(NC(=O)CSc2nncn2C)n1
    7 | · | · | · | 19% | · | 6% | -1% | -4% | -7%
COc1cc(C(=O)NCCC(=O)NC2CCC(C)CC2)cc(OC)c1OC (configuration not stated)
    -30 | -15% | 12% | -3% | 20% | -14% | 6% | 4% | 4% | 1%
O=c1oc2ccc3ccccc3c2cc1-c1nnc(-c2cccs2)o1
    2 | -6% | 4% | · | 25% | 7% | · | 3% | 1%[46.1 µM] | ?
COc1ccccc1N1CCN(S(=O)(=O)c2ccc(-n3cnnn3)c(C)c2)CC1
    -4 | 0% | 5% | · | -26% | -2% | -1% | -3% | -4%[46.1 µM] | -2%
CC1(C)CC(=O)/C(=C(\O)c2ccccc2)C(=NCCO)C1
    -6 | -1% | -1% | -8% | -13% | -3% | 2% | -3% | 6% | -6%
O=C(CNc1cc(S(=O)(=O)N2CCOCC2)ccc1NCC1CCCO1)Nc1ccc(C(F)(F)F)cc1 (configuration not stated)
    34 | · | · | · | 6% | 6% | -1% | 19% | 2% | -7%
N#CC1=C(N)OC2=C(C(=O)CCC2)C1c1ccncc1 (configuration not stated)
    8 | -3% | 3% | -3% | -33% | 4% | 1% | 13% | 6% | -4%
CCOC(=O)CCc1c(C)c2ccc(OCc3cc([N+](=O)[O-])ccc3OC)cc2oc1=O
    9 | -26% | ? | -4% | 24% | 1% | -1% | 1% | -11% | -7%
O=C(O)CCCC(=O)NCc1ccccn1
    7 | 14% | -7% | 4% | 10% | -4% | -1% | -6% | -11% | 3%
CSc1ccc(CN(C)C(=O)CSCC(=O)Nc2cc(C)on2)cc1
    -9 | · | 5% | -3% | -2% | -4% | · | 1% | 3% | -2%

A portion of the results above, as a working copy:
Each structure is followed by: TSHR antag | Menin MLL FP TR | MLL CXXC-DNA inh | MBNL1-CUG inh | Integrin act MD | Mito fusion act | ASM inhibitor | A-T KAP1 phos | TCR act | PTAP TSG101 blk
O=c1oc2ccc3ccccc3c2cc1-c1nnc(-c2cccs2)o1
    2 | -6% | 4% | · | 25% | 7% | · | 3% | 1%[46.1 µM] | ?
COc1ccccc1N1CCN(S(=O)(=O)c2ccc(-n3cnnn3)c(C)c2)CC1
    -4 | 0% | 5% | · | -26% | -2% | -1% | -3% | -4%[46.1 µM] | -2%
CC1(C)CC(=O)/C(=C(\O)c2ccccc2)C(=NCCO)C1
    -6 | -1% | -1% | -8% | -13% | -3% | 2% | -3% | 6% | -6%

Later entries
Each structure is followed by: TSHR antag | Menin MLL FP TR | MLL CXXC-DNA inh | MBNL1-CUG inh | Integrin act MD | Mito fusion act | ASM inhibitor | A-T KAP1 phos | TCR act | PTAP TSG101 blk
CCN=C1SC(CC(N)=O)C(=O)N1CC (configuration not stated)
    -3 | -4% | -8% | -10% | 1% | -2% | -9% | 1% | -6% | 1%
CC1CCCCC12NC(=O)N(Cn1nnc3ccccc3c1=O)C2=O (configuration not stated)
    -3 | -18% | -3% | 22% | 12% | 4% | 1% | 5% | -3% | -3%
Cc1ccc(-c2nnc(COC(=O)c3ccco3)o2)cc1
    4 | · | 6% | -3% | 9% | -4% | 3% | 6% | 1% | 0%
OCC[C@H]1C[C@H](O)[C@@H](O)[C@@]2(Cc3ccccc3O2)O1
    -6 | · | · | · | 0% | -9% | 0% | 21% | -3% | -8%
Cc1ccc(C)c2c1[nH]c1ccccc12
    4 | ? | 12% | 0% | -8% | 1% | -16% | 4% | -7% | -3%
CCOc1ccc(N2CC(C(=O)NCCCN3CCOCC3)CC2=O)cc1 (configuration not stated)
    4 | 3% | 5% | -4% | 6% | -2% | -2% | 0% | 6% | -5%
COc1ccc(/C=N/Nc2nncc3ccccc23)c(OC)c1
    -6 | ? | 1% | 19% | 5% | 5% | -16% | 2% | 5%[46.1 µM] | -1%
Cc1ccccc1CNc1ccc(C(CC(N)=O)NC(=O)c2ccc(Br)cc2)cc1[N+](=O)[O-] (configuration not stated)
    0 | · | -6% | 7% | -22% | 4% | -1% | -95%[inhibitor] | 15% | 0%
